D2 potentiator: positive allosteric modulators of human D2 dopamine receptor | AID 485347 | actives 0.34% (n = 340,000) | potentiation, % at 10 µM | P14416 | HEK293 T-REx D2, calcium flux, EC20 dopamine potentiation;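 active = potentiation over 3 SD above the plate norm, cut at about 30% in these data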; note: 0% is about no effect
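Using a no-wash calcium dye in inducible, force-coupled HEK293 Trex cells expressing D2, we tracked fluorescence each second for 180 s after compound, then for 180 s after EC20 dopamine to detect augmented signalling.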
D1 antag: antagonists of human D1 dopamine receptor. activity change, negative = inhibition, % at 10 µM. actives 3.2% (n = 360,000). HEK293 TREx D1 cells, calcium flux, dopamine EC80; hits give low values. P21728; in the data active = activity change below about -30%; note: % is set by controls: 0 for no effect and ±100 for the full control effect
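HEK293 T-REx cells expressing inducible, force-coupled D1 receptor; no-wash Ca dye, 30–90 min RT. Cmpd → 180 s read at 1 Hz → EC80 DA → 180 s read.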
D1 PAM: potentiators of human D1 dopamine receptor; P21728; HEK293 TREx D1 cells, calcium flux, dopamine EC20 potentiation; potentiation, % at 10 µM; actives 0.036% (n = 360,000); AID 504651; in the data active = potentiation above about 30%; note: 0% is about no effect
Vif-A3F inh: inhibitors of Vif-A3F interaction | HeLa A3F-eYFP + Vif (tagged APOBEC3F with the HIV-1 protein that degrades it), YFP fluorescence increase | Potency, µM (series often up to 46.1 µM), without a hit: top-dose activity, negative = active | actives 0.2% (n = 390,000) | AID 602313; note: potency is the fitted concentration of half-maximal effect; % of control where 0% means no effect; nearly all actives have a fitted effect of over 65% in size
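HeLa cells stably expressing A3F-eYFP plus Vif, plated and incubated overnight at 37 deg C, then exposed to compounds overnight at 37 deg C. Blocked degradation read as raised yellow fluorescence (Ex 488/Em 500-530).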
Vif-A3G inh: inhibitors of Vif-APOBEC3G interaction; actives 0.076% (n = 410,000); HeLa A3G-eYFP + Vif (tagged APOBEC3G with the HIV-1 protein that degrades it), YFP fluorescence, overnight; Potency, µM (doses to about 46.1 µM), without a hit: at the highest dose activity, negative = active, hits mostly inhibitors; Q9HC16;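 note: potency is the fitted concentration of half-maximal effect; % is set by controls: 0 for no effect and ±100 for the full control effect; nearly all actives have a fitted effect of over 60% in size; hits raise eYFP signal because A3G escapes Vif-driven loss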
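Read-out is eYFP fluorescence (Ex 488/Em 500-530) from Vif-expressing HeLa A3G-eYFP cells; more signal means A3G escaped Vif-mediated degradation. Cells plated overnight, compound pinned in, incubated overnight at 37 deg C.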
Glioma ERSR ind: induces the endoplasmic reticulum stress response in human glioma cells | U87-MG GRP78 promoter luciferase reporter, 16 h | Potency, µM, for inactives: at the top dose activation, hits mostly activators | actives 0.02% (n = 420,000) | AID 602332; note: potency is the fitted concentration of half-maximal effect; series mostly up to about 76 µM; % of control where 0% means no effect; nearly all actives have a fitted effect of over 35% in size
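ERSR induction read as luciferase luminescence (Bright-Glo, 10 min at room temperature) in stably transfected human U87-MG glioma cells exposed to compounds for 16 h, using GRP78 as sensor.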
D1 agonist: activates the human D1 dopamine receptor. HEK293 T-REx D1 cells, calcium flux, agonist mode. activation, % at 2 µM. actives 1% (n = 360,000); in the data active = activation above about 30%; note: 0% is about no effect
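Agonism was scored from calcium flux recorded over 180 s (1 read/s) after pintool compound addition, following a 10-cycle baseline. Cells were inducible force-coupled HEK293 TREx D1, plated overnight at 30 C and loaded with no-wash calcium dye.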
RXFP1 agonist: RXFP1 (human) receptor agonism; Potency, µM (doses to about 57.5 µM), without a hit: at the highest dose activation, most hits filed as activators; HEK293T-RXFP1 cAMP TR-FRET, 30 min; response scale: percent of porcine relaxin response, buffer zero; actives 0.3% (n = 370,000); note: potency is the fitted concentration of half-maximal effect; % is set by controls: 0 for no effect and ±100 for the full control effect; nearly all actives have a fitted effect of over 60% in size; many of its hits are not listed in these tables
Target sequence (Q9HBX9 whole entry, looked up): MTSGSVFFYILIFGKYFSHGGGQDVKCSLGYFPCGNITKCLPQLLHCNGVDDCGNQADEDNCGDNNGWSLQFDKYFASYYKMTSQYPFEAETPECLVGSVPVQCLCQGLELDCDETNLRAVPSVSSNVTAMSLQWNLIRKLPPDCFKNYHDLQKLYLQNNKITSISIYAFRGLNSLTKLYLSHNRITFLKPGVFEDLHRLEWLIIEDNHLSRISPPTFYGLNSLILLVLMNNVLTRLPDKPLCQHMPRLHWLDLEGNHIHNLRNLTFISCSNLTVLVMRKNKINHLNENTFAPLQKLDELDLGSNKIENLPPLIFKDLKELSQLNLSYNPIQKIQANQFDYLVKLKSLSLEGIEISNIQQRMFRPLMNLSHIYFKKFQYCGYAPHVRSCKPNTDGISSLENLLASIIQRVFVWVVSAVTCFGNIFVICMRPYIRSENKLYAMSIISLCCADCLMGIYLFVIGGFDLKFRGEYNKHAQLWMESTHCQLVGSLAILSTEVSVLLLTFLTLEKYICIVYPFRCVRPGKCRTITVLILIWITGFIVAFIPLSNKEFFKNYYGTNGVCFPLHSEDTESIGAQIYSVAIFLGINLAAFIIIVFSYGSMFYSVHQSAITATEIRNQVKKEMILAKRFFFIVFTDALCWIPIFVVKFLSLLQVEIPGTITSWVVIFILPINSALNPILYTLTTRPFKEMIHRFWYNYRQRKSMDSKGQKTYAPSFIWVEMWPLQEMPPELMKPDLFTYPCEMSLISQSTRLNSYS
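cAMP rise read by TR-FRET after 30 min, 37C compound exposure (up to 58 uM) in RXFP1-transfected HEK293 cells with Ro 20174 present. EC50 from Hill-equation fits, with 29 nM porcine relaxin as 100% and buffer as basal.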
LDHA block: inhibitors of human lactate dehydrogenase A | actives 0.15% (n = 480,000) | purified LDHA, NADH/diaphorase-resazurin fluorescence; hits give low values | AID 1347041 | activity change, % (values are at about 110 or 230 µM); in the data active = activity change below about -30%; inconclusive = mostly about -25% to -30%;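 note: plate controls were DMSO wells for no effect and wells without enzyme for full effect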
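Human LDH5 (2 nM) was incubated with 0.06 mM NADH and 0.2 mM pyruvate for 5 min at room temperature in Tris pH 7.4. Remaining NADH was coupled through diaphorase/resazurin, and resorufin fluorescence was read at 0 and 20 min.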
Numbers without * were called inactive; ? = inconclusive; · = no result given; & = joins results of further samples. Unless noted, calls come from the whole dose curve; as a rule, active = well fitted curve in the direction sought with a large enough effect; inconclusive = small, poorly fitted or top-dose-only effect, or another doubt; inactive = no such curve, though single readings can be large; an effect the other way counts as inactive or inconclusive. An excerpt; count on the stated rates, not on these rows.

SMILES	D2 potentiator	D1 antag	D1 PAM	Vif-A3F inh	Vif-A3G inh	Glioma ERSR ind	D1 agonist	RXFP1 agonist	LDHA block
Cc1ccc(S(=O)(=O)N=Nc2c(O)[nH]c3ccccc23)cc1	-4	-2	0	-1%	-6%	1%	4	-0.3%	-6
CC(C)(C)c1cc(S(=O)(=O)CCc2ccncc2)cc(C(C)(C)C)c1F	4	32	-2	-4%	0%	-6%	-2	6.3%	2
Cc1cc(C)nc(/N=C(\N)Nc2ccc([N+](=O)[O-])cc2)n1	-9	4	-5	-15%	0%	-1%	21	0.4%	-3
COc1ccccc1NS(=O)(=O)c1cc(NC(=O)C2=NNC(=O)CC2)ccc1C	6	0	0	-5%	-7%	-4%	2	2.3%	-8
CCc1nn(CC(=O)N2CCN(c3cccc(C(F)(F)F)c3)CC2)c(=O)c2cc3occc3n12	5	-1	-1	3%	6%	-1%	-2	6.9%	-13
CC(C)Oc1ccccc1-c1nc(SCC(=O)O)n[nH]1	-7	-15	-10	-6%	2%	0%	0	0.2%	1
CC1C(=O)N2CCCc3cc(NC(=O)C4CCCCC4)cc1c32 (centres undefined)	-5	17	-6	-6%	2%	-2%	0	-0.8%	0
COc1cc2c(=O)n(CCC(=O)NCC3CCCO3)c(=O)n(CC(=O)Nc3ccc(C)c(C)c3)c2cc1OC (centres undefined)	-8&-6	-8&-1	-8&0	3%&-8%	0%&-2%	-3%&-1%	1&2	3.2%&4.4%	-5&-3
O=c1[nH]nnc2c1cnn2-c1ccccc1	·	·	·	4%	1%	-2%	·	·	-2
CC(C)CC(NC(=O)C1CCCN1C(=O)[C@@H](C)NC(=O)OCc1ccccc1)C(=O)NCC(N)=O (some centres undefined)	-9	0	2	10%	1%	0%	7	3.1%	-7
Cc1cc(NS(=O)(=O)c2ccc(NC(=O)COc3ccc(Cl)cc3Cl)cc2)no1	15	-28	7	-16%	-5%	-2%	2	2.2%	-3
O=C(Oc1ccc(Br)cc1C(=S)N1CCOCC1)c1cccc([N+](=O)[O-])c1	1	-2	-2	16%	2%	1%	2	-0.7%	-3
CCCC(=O)Nc1ccc2c(c1)nc(CCN1CCC(C)CC1)n2C	·	·	·	-3%	0%	-5%	·	·	1
O=C(CSc1ncc(-c2ccc(F)cc2)[nH]1)Nc1cccc(O)c1	-14	-14	2	-4%	-4%	0%	1	-0.3%	2
CCOc1ccc(CCNC(=O)COC(=O)c2oc3ccccc3c2COC)cc1OCC	0	15	0	3%	-14%	-5%	2	2.0%	-2
Cc1cc(C)cc(NC(=O)CCCc2nc(-c3ccco3)no2)c1	2	0	2	1%	-2%	-5%	1	-1.4%	-7
CSc1ccc(CNCCN2CCOCC2)cc1	-5	-1	0	-1%	1%	-3%	3	-1.0%	6
COCCCNC(=O)C1CCN(c2ncnc3c2nc2n3CCCCC2)CC1	-11	-13	-1	2%	5%	-3%	-1	24%	-10
CCn1cc(CN2CCN(C)C(CCO)C2)c2ccccc21 (centres undefined)	-3	7	-8	2%	3%	0%	-2	0.4%	-1
CSc1ncccc1C(=O)N1CCN(C(=O)c2ccccc2)CC1	-6	6	7	3%	0%	3%	3	5.2%	0
CC[C@@]12C(=O)N(c3ccccc3)C(=O)N1[C@H](c1ccc(OC)cc1)[C@@H]1C(=O)N(C(C)(C)C)C(=O)[C@@H]12	-8	-3	4	2%	0%	-3%	-1	-1.2%	0
COc1ccccc1Cc1nc2ccccc2nc1SCC(=O)N1CCCCC1	-3	-2	-2	4%	1%	-1%	1	26%	1
S=C(NCCc1ccccn1)NC1CCCCC1	10	8	-6	-14%	0%	1%	4	0.7%	-2
O=C(c1ccc2nc[nH]c2c1)N1CCc2ccccc2C1	-3	15	-2	4%	-1%	1%	3	-0.5%	-8

Brought forward from above: 2 compounds; new compounds follow.
SMILES	D2 potentiator	D1 antag	D1 PAM	Vif-A3F inh	Vif-A3G inh	Glioma ERSR ind	D1 agonist	RXFP1 agonist	LDHA block
S=C(NCCc1ccccn1)NC1CCCCC1	10	8	-6	-14%	0%	1%	4	0.7%	-2
O=C(c1ccc2nc[nH]c2c1)N1CCc2ccccc2C1	-3	15	-2	4%	-1%	1%	3	-0.5%	-8
O=C(Oc1ccc2ccc(=O)oc2c1)N1CCOCC1	-5	12	-3	-10%	0%	0%	2	-0.6%	0
Cc1ccccc1C=Nc1ccccc1C(N)=O	4	11	2	-3%	?	-6%	-1	1.0%	-4
NNC(=O)CSCc1nc(-c2ccccc2)cs1	-3	-18	-3	3%	4%	-2%	2	0.8%	2
COc1ccc(-n2c(CN3CCN(c4ccc(F)cc4)CC3)nc3ccc([N+](=O)[O-])cc3c2=O)c(OC)c1	12	-1	8	4%	-1%	1%	-2	-0.3%	-4
O=C(NCCCn1ccnc1)/C(=C\c1ccccc1F)NC(=O)c1ccccc1	2	2	-2	-1%	0%	-2%	3	-0.3%	-11
CC(C)(C)SCCNC(=O)CN1C(=O)c2ccccc2S1(=O)=O	7	0	4	-9%	1%	-3%	1	1.9%	-1
CCCOCc1ccc(O)c2ncccc12	-4	10	12	16%	-7%	-7%	1	-4.5%	10
CCCc1cc(=O)[nH]c(SCC(=O)c2c(N)n(C)c(=O)n(C)c2=O)n1	-9	-7	-2	-3%	1%	-2%	-1	9.6%	-8
O=[N+]([O-])c1ccc(Oc2ccc(/C=N/O)cc2)nc1	-1	9	0	12%	-5%	-2%	2	-0.5%	-2
Cc1nc2ccc(NC(=O)c3ccc([N+](=O)[O-])cc3)cc2s1	-5	-14	-13	-7%	-1%	-2%	5	-0.7%	-9
COc1ccc(S(=O)(=O)n2[nH]c(=O)c(CCO)c2C)cc1	-3	-18	-3	2%	5%	6%	5	-2.1%	-3
COc1ccc(NCc2ccc(OC)c(Cn3ccnc3)c2)c(OC)c1	-6	-28	-15	6%	0%	2%	6	0.7%	13

11 entries already listed, ordered by number of heavy atoms, lowest first.
SMILES	D2 potentiator	D1 antag	D1 PAM	Vif-A3F inh	Vif-A3G inh	Glioma ERSR ind	D1 agonist	RXFP1 agonist	LDHA block
CCCOCc1ccc(O)c2ncccc12	-4	10	12	16%	-7%	-7%	1	-4.5%	10
S=C(NCCc1ccccn1)NC1CCCCC1	10	8	-6	-14%	0%	1%	4	0.7%	-2
O=[N+]([O-])c1ccc(Oc2ccc(/C=N/O)cc2)nc1	-1	9	0	12%	-5%	-2%	2	-0.5%	-2
O=C(Oc1ccc2ccc(=O)oc2c1)N1CCOCC1	-5	12	-3	-10%	0%	0%	2	-0.6%	0
O=C(c1ccc2nc[nH]c2c1)N1CCc2ccccc2C1	-3	15	-2	4%	-1%	1%	3	-0.5%	-8
Cc1nc2ccc(NC(=O)c3ccc([N+](=O)[O-])cc3)cc2s1	-5	-14	-13	-7%	-1%	-2%	5	-0.7%	-9
CC(C)(C)SCCNC(=O)CN1C(=O)c2ccccc2S1(=O)=O	7	0	4	-9%	1%	-3%	1	1.9%	-1
CCCc1cc(=O)[nH]c(SCC(=O)c2c(N)n(C)c(=O)n(C)c2=O)n1	-9	-7	-2	-3%	1%	-2%	-1	9.6%	-8
COc1ccc(NCc2ccc(OC)c(Cn3ccnc3)c2)c(OC)c1	-6	-28	-15	6%	0%	2%	6	0.7%	13
O=C(NCCCn1ccnc1)/C(=C\c1ccccc1F)NC(=O)c1ccccc1	2	2	-2	-1%	0%	-2%	3	-0.3%	-11
COc1ccc(-n2c(CN3CCN(c4ccc(F)cc4)CC3)nc3ccc([N+](=O)[O-])cc3c2=O)c(OC)c1	12	-1	8	4%	-1%	1%	-2	-0.3%	-4

The results go on.
SMILES	D2 potentiator	D1 antag	D1 PAM	Vif-A3F inh	Vif-A3G inh	Glioma ERSR ind	D1 agonist	RXFP1 agonist	LDHA block
Cc1ccccc1NC(=O)C1CCN(c2cnccn2)CC1	1	-5	4	1%	1%	-6%	1	3.3%	-2
Cc1ccc(NC(=O)CSCC(=O)NCc2cccc(C(F)(F)F)c2)cc1	4	-4	-5	-2%	-1%	-3%	3	3.5%	-4
Cc1cc(Nc2c(C)cccc2C)n2nc(C)nc2n1	-9	5	·	-3%	3%	-4%	2	-1.0%	-4
NS(=O)(=O)c1cccc(Nc2nc3ccccc3nc2NS(=O)(=O)c2ccc(Cl)cc2)c1	·	·	·	6%	-17%	5%	·	·	-14
O=C(c1cc(Cl)cc(Cl)c1)N1CCC2CC1c1cc(-c3ccc4c(c3)OCO4)ccc12 (centres undefined)	·	·	·	2%	2%	-2%	·	·	-4
COc1ccc(C(=O)Nc2ccc3cn[nH]c3c2)c(OC)c1	-4	7	-6	-13%	-4%	4%	0	0.9%	-6
Cn1ccnc1SCC(=O)NC1(C#N)CCCCC1	-2	-22	-6	0%	-4%	-1%	4	1.8%	-6&0
CCOc1ccc(NC(=S)Nc2cc(C)[nH]n2)cc1	3	1	-9	-12%	-1%	8%	1	0.9%	-7
CC(C)C(=O)Nc1ccc(NC(=O)c2cc3ccccc3o2)cc1	3	-5	-4	-10%	-5%	7%	1	-1.4%	-10
Cc1ccc(Nc2nnc(SCC(=O)NCC3CCCO3)s2)cc1 (centres undefined)	·	·	·	-6%	0%	-1%	·	·	-15
COc1cc(C(=O)NCCC(=O)NC2CCC(C)CC2)cc(OC)c1OC (centres undefined)	17	-4	-3	0%	-1%	6%	5	1.4%	0
COc1ccc(/C=N/NC(=O)c2sc3nc(C)cc(C)c3c2N)cc1	-2	-3	0	-1%	-6%	-3%	1	-0.5%	-7
CCOC(=O)Oc1ccc2c(=O)c(Oc3cccc(C)c3)coc2c1	6	-9	2	-5%	1%	4%	0	-0.9%	-7
O=C(Nc1cccc2ccccc12)OCc1cncs1	-10	-13	-4	-5%	5%	3%	6	-0.4%	-1

High-throughput results from PubChem.
